Source: PubChem
STK33 inh – inhibitors of purified STK33 kinase, primary screen, biochemical, ADP-Glo luminescence, homogeneous, cell-free; Serine/threonine-protein kinase 33 (Homo sapiens), Q9BYT3; MBP phosphorylation; inhibition, % at 10 µM; 0.073% of 320,000 active; AID 2661, 2010;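 active = inhibition at or above 25%, using the most active replicate where run in duplicate; inactive = inhibition below 25%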
Target sequence (Q9BYT3 whole entry, looked up): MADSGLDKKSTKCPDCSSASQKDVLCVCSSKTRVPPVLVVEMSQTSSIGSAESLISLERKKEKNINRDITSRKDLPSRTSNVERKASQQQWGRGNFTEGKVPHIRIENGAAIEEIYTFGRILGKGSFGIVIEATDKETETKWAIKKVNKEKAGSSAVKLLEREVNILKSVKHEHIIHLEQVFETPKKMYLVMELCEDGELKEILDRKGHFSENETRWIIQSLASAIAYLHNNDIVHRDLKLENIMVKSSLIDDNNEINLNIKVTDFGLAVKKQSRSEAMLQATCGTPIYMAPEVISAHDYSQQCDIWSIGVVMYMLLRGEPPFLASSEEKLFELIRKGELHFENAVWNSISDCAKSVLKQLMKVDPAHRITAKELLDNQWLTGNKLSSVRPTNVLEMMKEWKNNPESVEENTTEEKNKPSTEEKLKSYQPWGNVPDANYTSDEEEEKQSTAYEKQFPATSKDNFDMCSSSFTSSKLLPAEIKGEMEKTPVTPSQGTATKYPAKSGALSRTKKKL
Kir21 block – inhibitors of mouse Kir2.1 inward-rectifier potassium channel. 0.85% of 310,000 active. AID 1672, 2009. Inward rectifier potassium channel 2 (Mus musculus), P35561. B-score at 10 µM. HEK293-Kir2.1, FluxOR thallium flux fluorescence; hits give low values;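 active = fluorescence ratio B-score at or below minus 3 SD of library scores, with starting-brightness B-score within 2 SD, cut at about -4.2 in these data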;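 also: channel flux triggered by added potassium and thallium sulfate stimulus; B-score of peak minus minimum fluorescence over baseline after thallium stimulus; more negative B-score means stronger Kir2.1 block with less thallium influx; some compounds called inactive have numbers as strong as hits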
Target sequence (P35561 whole entry, looked up): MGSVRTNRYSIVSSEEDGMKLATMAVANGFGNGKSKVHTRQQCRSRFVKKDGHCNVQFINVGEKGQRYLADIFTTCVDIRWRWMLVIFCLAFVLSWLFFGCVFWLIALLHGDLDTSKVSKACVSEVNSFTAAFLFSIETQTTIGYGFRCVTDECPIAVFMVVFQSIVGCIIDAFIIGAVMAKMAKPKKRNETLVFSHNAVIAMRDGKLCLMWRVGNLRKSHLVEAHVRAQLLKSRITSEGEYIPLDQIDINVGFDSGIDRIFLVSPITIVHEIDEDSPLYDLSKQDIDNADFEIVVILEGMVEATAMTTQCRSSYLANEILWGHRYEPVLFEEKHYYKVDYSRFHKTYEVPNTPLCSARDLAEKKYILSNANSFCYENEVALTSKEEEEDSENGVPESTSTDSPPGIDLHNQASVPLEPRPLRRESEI
Active calls of the source: *; · = not tested or not shown.

smiles	STK33 inh	Kir21 block
COC(=O)[C@@]1(Cc2ccc(F)cc2)[C@H]2c3cc(C(=O)N(C)C)n(CCc4ccccn4)c3C[C@H]2CN1C(=O)c1ccccc1	0.7	1.01
CCc1ccc(NC(=O)CSc2nc3ccccc3c(=O)n2CCN2CCOCC2)cc1	-0.9	0.72
CCN(CC)S(=O)(=O)c1ccc(NC(=O)c2ccc(NS(C)(=O)=O)cc2)cc1	-5.7	-0.02
CCn1c(SCC(=O)c2ccccc2)nnc1-c1ccoc1C	-0.7	-2.89
O=[N+]([O-])c1ccc(N/N=C\c2cccnc2)nc1	-2.0	-1.27
C#CCOCCOCCOCCNc1nc(N2CCOCC2)nc(N2CCN(C(=O)[C@H](Cc3cc4ccccc4[nH]3)n3cc([C@@H](N)CC(C)C)nn3)CC2)n1	-0.3	0.63
Cc1ccc(NC(=S)NNC(=O)c2ccccc2O)c(C)c1	-1.1	1.05
COc1ccccc1/C=N/NC(=S)NCc1ccco1	-1.7	1.12
Cc1ccc(SCCN2CCN(CC(C)C)CCC2=O)cc1	·	0.04
Cc1ccc(NC(=O)COC(=O)Cn2cnc3c2c(=O)n(C)c(=O)n3C)cc1Cl	-0.2	-2.6
COc1ccc(CCNC(=O)CC(C)(C)CC2=NS(=O)(=O)c3ccccc3N2)cc1OC	-0.5	0.22
CCc1nc2ccccc2c(=O)n1NC(=O)c1c(O)c2ccccc2[nH]c1=O	-0.3	-1.16
CCC(C)NC(=O)C1CC(=O)N(CCc2ccc(F)cc2)C1 (stereo not given)	0.2	0.47
COc1ccc([C@H]2C=C3CN(C(=O)OC(C)(C)C)S(=O)(=O)[C@H]3C[C@H]2OC(=O)c2ccc(C(F)(F)F)cc2)cc1	-0.4	1.94
Nc1c(-c2ccccc2)sc2ccc3ccccc3[n+]12	0.5	0.57
Cc1ccc(/C=C2/C(=N)N3N=C(CC(=O)N4CCCC4)SC3=NC2=O)o1	0.0	-0.06
COc1ccc(/C=C/C(=O)NC(=S)NN2CCCCC2c2cccnc2)cc1OC (stereo not given)	1.0	-0.02
COc1ccccc1NC(=O)c1nn(-c2ccc(F)c(F)c2)ccc1=O	-1.5	0.65
Cc1ccc(CNC(=O)c2cc3c(=O)n4ccccc4nc3n(Cc3ccco3)c2=N)cc1	-2.4	-0.83
CSc1ccccc1C(=O)NCCSc1ccccc1	-0.3	0.7
CN(C)S(=O)(=O)c1cccc(NC(=O)COC(=O)c2ccc([N+](=O)[O-])o2)c1	-3.0	0.46
CCC(C)(C)C1CCC(NC(=O)c2ccc(S(=O)(=O)N3CCOCC3)cc2)CC1 (stereo not given)	0.1	·
Cc1cc(C)c(C#N)c(SCC(=O)Nc2ccccc2)n1	3.0	0.16
CCOC(=O)c1sc(NC(=O)c2cc3c(s2)CCC(C)C3)nc1C (stereo not given)	-1.9	-1.24
COc1ccc(CC(=O)NNS(=O)(=O)c2ccc(F)cc2)cc1	-0.2	-1.23
COc1ccc2c(c1OC)C(=O)N1c3ccccc3C(=O)N(c3ccccc3F)C21 (stereo not given)	0.8	1.21
O=C1/C(=C\c2ccc(O)c(O)c2)SC(=S)N1Cc1ccccc1	6.2	-2.5
Cc1cc(=O)oc2c(C)c(OCC(=O)Nc3cccnc3)ccc12	0.9	-0.22
COc1ccc(-n2nc(C(=O)NCC(=O)N3CCN(c4cccc(Cl)c4)CC3)c3ccccc3c2=O)c(OC)c1	-1.1	-0.05
CCn1cc(/C=C/C(=O)c2ccc(O)cc2)c(C)n1	44.0*	2.45
COc1ccc(C(CC(=O)NCc2ccco2)c2ccc(F)cc2)cc1 (stereo not given)	-1.5	-2.36
O=C(NCCC1CCCCN1S(=O)(=O)c1cccs1)C(=O)Nc1ccccc1F (stereo not given)	-2.0	-0.5
COc1ccc(C(=O)Nc2cccc(-c3ccc(N4CCOCC4)nn3)c2)cc1	-0.7	0.67
O=C(CNC(=O)C1COc2ccccc2O1)N/N=C\c1cccc(O)c1 (stereo not given)	1.8	0.03
CCSc1nnc(NC(=O)C2CCN(S(=O)(=O)c3ccccc3C(F)(F)F)CC2)s1	-1.4	1.5
CCN(CCCNC(=O)C1CCN(S(=O)(=O)N2CCOCC2)CC1)c1cccc(C)c1	-2.6	0.35
COc1ccc(CNC(=O)c2nccnc2CO)cc1	-2.6	0.63
CCC(C)n1c(SCC(=O)NCCc2ccc(S(N)(=O)=O)cc2)nc2ccsc2c1=O (stereo not given)	1.1	0.58
CC(C)c1ccc(NC(=O)C2C3C=CC4(O3)C2C(=O)N(CCN2CCOCC2)C4C(=O)NC2CCCCC2)cc1 (stereo not given)	-0.4	1.41
COc1cc2[nH]c3c(c2cc1OC)CCN1CCCC[C@@H]31	0.4	-0.55
CC1CC(C)CN(C(=O)CCn2c(=O)oc3ccccc32)C1 (stereo not given)	-0.9	0.06
CC(NC(=O)CCC(=O)Nc1ccccc1O)c1ccccc1 (stereo not given)	0.5	-1.33
COc1cccc(N2CC(C(=O)Nc3nnc(SCC(=O)NCC4CCCO4)s3)CC2=O)c1 (stereo not given)	-1.6	0.33
CCNC(=O)NCCNC(=O)c1cc(OCC(F)(F)F)ccc1OCC(F)(F)F	-3.2	0.32
C#CCOCCOCCOCCNc1nc(N2CCOCC2)nc(N2CCN(C(=O)[C@H](CC(N)=O)n3cc(C(N)[C@@H](C)CC)nn3)CC2)n1 (stereo not given in full)	0.0	·
O=C(O)C1CCCN1C(=O)c1cccs1 (stereo not given)	0.4	-0.57
COc1ccc2c(c1)CCc1c(C(=O)NCCc3ccc(OC)c(OC)c3)noc1-2	-0.6	0.18
CCOCCCNC(=O)c1cn(CC)c2ccc(S(=O)(=O)N3CCCC3)cc2c1=O	-1.9	1.3
O=C(COC(=O)c1ccc(Br)cc1)NCc1ccc(F)cc1	-0.8	1
CCOc1ccc(CNCCc2ccc(S(N)(=O)=O)cc2)cc1	-1.0	0.39
CCN(CC)S(=O)(=O)c1cc(NC(=O)CSc2nnc(N)s2)ccc1C	-0.1	·
Cc1c(NC(=O)c2cc(-c3cccc(Cl)c3)on2)c(=O)n(-c2ccccc2)n1C	-0.7	-0.28
O=C(NCCc1c[nH]c2ccccc12)c1ccco1	-0.2	1.03
C=CCOC(=O)C1=C(C)NC(SC)=C(C#N)C1c1cccs1 (stereo not given)	-1.1	-3.46
S=C(NCCCc1ccccc1)Nc1ccccc1Cl	0.1	-0.05
O=C(CCCc1nc(-c2ccccc2)no1)Nc1cccnc1	1.3	2.94
O=C(c1ccc([N+](=O)[O-])cc1)N1CCN(c2ncc(Br)cn2)CC1	0.1	-0.02
COc1ccc(S(=O)(=O)NCCC(=O)NC(C)c2ccccc2)cc1 (stereo not given)	-0.2	0.44
COc1ccc(CCNC(=O)CN(c2ccc(OC)cc2)S(C)(=O)=O)cc1	-1.8	0.36
O=C(C1CCC1)N1CCc2cc(S(=O)(=O)NCc3cccnc3)ccc21	-0.7	-0.54

A few values from above.
CC1CC(C)CN(C(=O)CCn2c(=O)oc3ccccc32)C1 (stereo not given) in STK33 inh: -0.9
CCN(CCCNC(=O)C1CCN(S(=O)(=O)N2CCOCC2)CC1)c1cccc(C)c1 in Kir21 block: 0.35
CCNC(=O)NCCNC(=O)c1cc(OCC(F)(F)F)ccc1OCC(F)(F)F in Kir21 block: 0.32
COC(=O)[C@@]1(Cc2ccc(F)cc2)[C@H]2c3cc(C(=O)N(C)C)n(CCc4ccccn4)c3C[C@H]2CN1C(=O)c1ccccc1 in STK33 inh: 0.7

Continued:
smiles	STK33 inh	Kir21 block
COc1ccccc1NS(=O)(=O)c1ccc(C(=O)NCc2ccc(S(N)(=O)=O)cc2)cc1	-1.0	·
CCOc1ccc2[nH]c(=O)c(CN(Cc3ccco3)C(=O)c3cccc(F)c3)cc2c1	1.9	0.17
Cc1ccc(C(C(=O)NCc2ccc(F)cc2)N(Cc2ccco2)C(=O)c2snc(C(N)=O)c2N)o1 (stereo not given)	-0.6	0.01
Cn1c(SCC(=O)N/N=C/c2cccnc2)nnc1-c1ccccc1	0.0	0.08
COc1ccccc1NC(=S)NC(=O)CC(C)C	-0.3	-0.46
CCOC(=O)c1cnn(-c2ccc([N+](=O)[O-])cc2)c1N	-0.2	-0.57
COc1ccccc1CCc1nnc(CCC(=O)NCC(C)Oc2cccnc2)o1 (stereo not given)	0.2	0.99
O=C(Cc1ccc2c(c1)OCCO2)N1CCN(S(=O)(=O)c2cccc(C(F)(F)F)c2)CC1	0.6	1.27
O=C(Nc1ccccc1Br)c1ccc2nccnc2c1	1.5	-0.67
C=CCN1c2ccccc2[C@]23C[C@@H](C(=O)OC)N(C(=O)NCCC)C2=NC(C(=O)OC)=C(C(=O)OC)[C@H]13	0.4	0.85
COc1ccccc1CN(Cc1ccco1)S(=O)(=O)c1ccc(-n2cnnn2)c(OC)c1	-0.4	0.63
Cc1ccccc1OCC(=O)Nc1ccccc1C(=O)N1CCCCC1	-2.8	-0.33

Compound profiles, as listed above. Order of screens: STK33 inh | Kir21 block
Record of `O=C(CNC(=O)C1COc2ccccc2O1)N/N=C\c1cccc(O)c1` (stereo not given) : 1.8 | 0.03
Record of `O=C(O)C1CCCN1C(=O)c1cccs1` (stereo not given) : 0.4 | -0.57
Record of `Cc1ccc(/C=C2/C(=N)N3N=C(CC(=O)N4CCCC4)SC3=NC2=O)o1` : 0.0 | -0.06
Record of `COc1ccccc1CN(Cc1ccco1)S(=O)(=O)c1ccc(-n2cnnn2)c(OC)c1` : -0.4 | 0.63

More results.
smiles	STK33 inh	Kir21 block
CN(C)/C(=N\S(=O)(=O)c1ccc(Br)cc1)c1ccccc1	-1.7	-1.51
CC(=O)N1N=C(c2ccc(C(C)(C)C)cc2)OC1(C)C	-2.1	-0.96
O=C1COc2ccc(S(=O)(=O)CCC(=O)NC3CCCCC3)cc2N1	-0.4	1.13
COc1ccccc1NC(=O)C(C)N1C(=O)C2CCCCC2C1=O (stereo not given)	-1.0	·
O=C(O)c1cn(CCOc2ccccc2Cl)c2ccccc12	-0.4	1.31
Nc1ncnc2c1ncn2[C@@H]1O[C@H](CNCc2ccc(-n3cccn3)cc2)[C@@H](O)[C@H]1O	-0.7	·
CN(C)c1cc(N/N=C\c2ccccc2)nc(N(C)C)n1	0.2	-0.27
O=C(NC(=S)N1CCN(c2ccc(Cl)cc2[N+](=O)[O-])CC1)c1ccco1	-0.4	-0.05
COc1ccc(CC(=O)O/N=C(\N)Cc2cccc3ccccc23)cc1OC	-1.4	-2.07
NS(=O)(=O)c1ccc(NC(=O)CSc2nnc(C3CC3)n2C2CC2)cc1	1.9	·
CCOc1ccc(CCNC(=O)CN(C)S(=O)(=O)c2ccc3c(c2)CCC(=O)N3)cc1OCC	-2.1	-0.39
C=CCn1c(=NC(=O)c2ccco2)sc2cc(C(=O)OC)ccc21	-1.5	0.23
Cc1ccc(-c2noc(CN(C)C(=O)c3ccc(Br)o3)n2)cc1	0.2	0.5
NCCCCCNC(=O)/C=N\O	1.1	0.46
CCNc1nc(NCC)nc(SCCOc2ccc(C)cc2)n1	-0.2	0.3
Oc1ccc(Nc2nc(N3CCCC3)c3ccccc3n2)cc1	2.6	-7.51*
CC(C)(C)c1csc(NC(=O)CSC2=NCCS2)n1	0.6	-0.97
Cn1c(N)c(C(=O)COC(=O)C2(c3ccccc3F)CCCC2)c(=O)n(C)c1=O	-1.5	-0.71
S=C(NCc1ccco1)Nc1ccc(Br)cn1	0.0	1.41
CCCNC(=S)N(Cc1ccccc1)Cc1nc2ccccc2c(=O)[nH]1	0.1	-1.21
O=C(NNC(=S)Nc1ccccc1)C1CC1	-2.0	1.21
Cc1ccccc1CN1[C@@H](C(C)C)COCCS1(=O)=O	0.2	-0.55
O=C(COc1ccccc1)NCC(=O)NC1=NCCS1	-0.1	0.01
CCn1c(=O)c(C(=O)CN(C)Cc2ccc(F)cc2)c(N)n(Cc2ccccc2)c1=O	-0.4	-1.21
c1ccc(-c2ccc(OCCCn3cncn3)cc2)cc1	-1.5	·
CCCCc1nnc(NC(=O)CSCc2cc(=O)n3cc(C)sc3n2)s1	-0.5	1.68
COc1ccc(-c2csc(N(Cc3ccco3)C(=O)c3cccs3)n2)cc1	-1.3	-2.23
O=C(O)c1cc(N2C(=O)C3CCCCC3C2=O)ccc1NCc1cccnc1 (stereo not given)	-0.7	-0.3
N=C1/C(=C/c2cccn2Cc2ccc(F)cc2)C(=O)N=C2SC=CN12	-0.3	1.3
COc1cccc(C(O)c2nccn2Cc2ccccc2)c1OC (stereo not given)	-1.1	-0.16
CCCCCc1cc(O)c2c(C)cc(=O)oc2c1	-0.9	-0.48
CC(C)Sc1nc2c(c(=O)[nH]c(=O)n2C)n1Cc1ccc(Cl)cc1	-0.8	-0.01
COc1ccccc1N1CCN(C2=Nc3cccc4cccc2c34)CC1	-1.3	-0.09
CCN(CC)CCN(C(=O)CCS(=O)(=O)c1ccccc1)c1nc2cc(OC)c(OC)cc2s1	-0.4	-1.55
CSc1cc(-c2ccccc2)n(Cc2c(Cl)cccc2Cl)c(=O)c1C#N	0.8	1.62
